Screens from PubChem.
HEK293 NFkB inh: lowers PMA/ionomycin-induced NF-kB signal in HEK293 cells. HEK-293 NF-kB luciferase reporter, luminescence. inhibition, % at 3 µM. 62,000 compounds, 0.21% hits;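 active means inhibition above the mean of all tested compounds plus 3 SD, cut at about 40% in these data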;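 further: 0% = stimulated DMSO wells and 100% = 10 µM reference inhibitor 5653914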
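System: NF-kB luciferase reporter HEK-293 cells | Replication: Single test | Control set: DMSO vs reference inhibitor | Evaluation: % inhibition | Schedule: 1 h pretreatment, 16 h stimulation, 37 °C | Probe or stimulus: PMA with ionomycin | Compound dosing: One dose, 3 µM | Detection: Luciferase luminescence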
TNAP act mid DEA: activates human TNAP at intermediate phosphate acceptor concentration. purified TNAP, CDP-star luminescence, 100 mM DEA, 30 min; active compounds read high; scale: 0 levamisole-inhibited, 1 vehicle-only enzyme. P05186. AID 813. activation factor at 20 µM. 64,000 tested, under 10 active;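 active means activation factor of at least 2 at 20 µM, relative to controls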
Target sequence (P05186 whole entry, looked up): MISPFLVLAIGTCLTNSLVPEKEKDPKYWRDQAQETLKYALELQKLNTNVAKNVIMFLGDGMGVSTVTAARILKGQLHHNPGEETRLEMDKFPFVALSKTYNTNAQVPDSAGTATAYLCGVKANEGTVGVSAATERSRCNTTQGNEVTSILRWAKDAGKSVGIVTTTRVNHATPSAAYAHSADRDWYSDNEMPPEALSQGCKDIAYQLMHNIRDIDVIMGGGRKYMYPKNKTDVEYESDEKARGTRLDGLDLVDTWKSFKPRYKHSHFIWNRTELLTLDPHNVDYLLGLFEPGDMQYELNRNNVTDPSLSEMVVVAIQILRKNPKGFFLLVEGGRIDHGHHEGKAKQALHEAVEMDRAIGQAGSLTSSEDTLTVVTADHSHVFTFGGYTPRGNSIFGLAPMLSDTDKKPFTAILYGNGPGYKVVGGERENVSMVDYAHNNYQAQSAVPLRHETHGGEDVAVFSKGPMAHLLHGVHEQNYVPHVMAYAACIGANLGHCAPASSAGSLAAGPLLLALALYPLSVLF
M1 ag: activates the M1 muscarinic receptor | CHO-M1 cells, Fluo-4 calcium fluorescence, agonist mode; active compounds read high | B-score at 10 µM | 64,000 compounds, 3% hits | AID 626;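 active means fluorescence rise, raw or as B-score row- and column-corrected plate score, outside the 99.7% band of its plate's samples, either direction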
tolC growth inh: blocks growth of E. coli BW25113 tolC mutant; OD615; growth inhibition, % at 10 µM (by protocol); 65,000 compounds, 2.2% hits;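 active means growth inhibition at or above a cutoff equal to the mean over every tested compound plus 3 SD, cut at about 60% in these data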;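 further: growth measured after 20 h incubation at 37 °C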
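signal = optical density read at 615 nm | test system = E. coli ΔtolC::kan strain BW25113 | timing = 20 h compound exposure of bacteria at 37 °C | buffer or medium = LB medium plus 50 µg/mL kanamycin | compound dosing = 10 µM final, single dose | evaluation = % inhibition of E. coli growth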
D1 mod: allosterically modulates the human D1 dopamine receptor; HEK293 D1, CRE-luciferase, dopamine EC30 potentiation; actives deviate in either direction; P21728; 58,000 compounds, 5.9% hits; B-score at 10 µM;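 active means luminescence count or its row- and column-corrected plate score outside the 99.7% band of the plate's sample wells, on either side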
M1 antag: antagonists of rat M1 muscarinic receptor; 64,000 compounds, 3.4% hits; P08482; B-score at 10 µM; AID 628; CHO-M1 cells, Fluo-4 calcium, ACh EC80 antagonist mode; active compounds read low;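 active means calcium fluorescence response, raw or row-and-column corrected B-score, differing from the plate sample mean either way at a set confidence level, mostly lower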
Target sequence (P08482 whole entry, looked up): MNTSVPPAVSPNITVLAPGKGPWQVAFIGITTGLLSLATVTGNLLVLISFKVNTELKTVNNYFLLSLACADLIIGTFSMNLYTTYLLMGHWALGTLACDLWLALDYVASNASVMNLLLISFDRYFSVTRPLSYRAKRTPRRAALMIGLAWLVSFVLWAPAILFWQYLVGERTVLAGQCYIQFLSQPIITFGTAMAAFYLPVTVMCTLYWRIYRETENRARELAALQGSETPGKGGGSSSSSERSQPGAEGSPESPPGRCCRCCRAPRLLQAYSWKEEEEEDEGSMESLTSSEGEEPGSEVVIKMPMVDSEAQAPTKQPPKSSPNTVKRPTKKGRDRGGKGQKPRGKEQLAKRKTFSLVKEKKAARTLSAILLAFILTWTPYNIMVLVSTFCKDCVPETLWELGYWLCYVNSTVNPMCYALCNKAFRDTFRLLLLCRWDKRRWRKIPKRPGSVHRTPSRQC
NADH coupling: inhibition of NAD/NADH coupling enzymes, library profiling; 65,000 compounds, 0.02% hits; coupled PK/LDH NADH assays, four targets; IC50, µM (titrated, usually from 10 µM), for inactives: top-dose inhibition;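 active means single-dose screening hits from any of four coupled enzyme assays that gave an IC50 when retested across doses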;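 further: the DPM-DC format reads NADH fluorescence rather than 340 nm absorbance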
SF-1 act: activates the human nuclear receptor SF-1; Q13285; CHO-K1 Gal4-SF-1 LBD luciferase reporter; % increase over DMSO SF-1-specific signal; activation, % at 10 µM; AID 522; 65,000 compounds, 1.9% hits;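 active means activation above the mean activation of all tested compounds plus 3 SD, cut at about 50% in these data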
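Test system: CHO-K1 cells co-transfected with Gal4 DBD–human SF-1 LBD, 5xGal4 luciferase reporter. Quantity: 4,000 cells per well. Compound: 10 µM only. Incubation: compound added 1 h post-seeding, 20 h exposure at 37 °C, 5% CO2. Detection: SteadyLite luciferase luminescence. Replication: one test per compound.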
Jurkat viability: cytotoxic compounds reducing Jurkat cell viability; Jurkat E6.1 viability, ATP luminescence, 48 h; inhibition, % at 4 µM; 56,000 compounds, 1.2% hits;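 active means inhibition above the mean inhibition of all tested compounds plus 3 SD, cut at about 28% in these data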
* hit, by the source's call; x = no result given; [ ] = remark or other dose.

no.	smiles	HEK293 NFkB inh	TNAP act mid DEA	M1 ag	tolC growth inh	D1 mod
1	CCn1c(=O)cc(SCC(=O)N2CCN(C3CCCCC3)CC2)c2ccccc21	22	0.8	-1.1	1	-0.046
2	Brc1ccccc1-c1nc(-c2ccccc2)no1	-40	0.8	-0.078	11	1.5
3	COc1ccc(S(=O)(=O)N2CCN(C)CC2)c2ccccc12	3	0.9	-0.96	-6	-0.48
4	COc1ccc(Cl)cc1N(CC(=O)Nc1ccccc1SC)S(C)(=O)=O	9	1.1	-0.52	-3	0.17
5	CSc1nc2ccccc2n1C(=O)NC1CCCCC1	11	0.9	-0.019	-21	0.59
6	Fc1ccc(-c2cc3nc(-c4ccccc4)cc(N4CCOCC4)n3n2)cc1	-2	1.1	-1.1	-22	-0.51
7	CCOc1ccc(N(CC(=O)NCCCOC)S(C)(=O)=O)cc1	-4	0.8	x	-7	-0.32
8	CC1(C)NC(=O)N(CC(O)Cn2nnc3ccccc32)C1=O (configuration not stated)	x	0.8	-0.31	21	x
9	Cc1ccc(N2C(N)=C(C#N)C(c3cccnc3)C3=C2CC(C)(C)CC3=O)cc1 (configuration not stated)	8	0.8	0.11	14	-0.36
10	CCc1nn(C(C)C(=O)NCCN2CCN(c3cccc(C)c3C)CC2)c(=O)c2cc3occc3n12 (configuration not stated)	21	0.9	3.8*	11	-1
11	CC1=C(C(=O)Nc2cccnc2)C(c2ccncc2)n2nnnc2N1 (configuration not stated)	3	1	-0.45	-4	-0.34
12	Cn1c(=O)[nH]c(=O)c2c1nc(N(CCO)Cc1ccccc1)n2CCCc1ccccc1	x	1	0.36	19	x
13	CCCCCn1c(=O)c(-c2nc3ccccc3c(=O)[nH]2)c(O)c2ccccc21	15	0.9	0.81	-4	0.3
14	Fc1cccc2sc(N3CCCCC3)nc12	-23	0.9	0.51	8	0.76
15	CC1=C(Sc2nc3ccccc3[nH]2)C(=O)NC(C)(C)C1	11	0.9	-0.054	-14	-0.89

no.	M1 antag	NADH coupling	SF-1 act	Jurkat viability
1	-5.1*	3%	-8	x
2	0.14	2%	-9	-1
3	-0.027	7%	-7	-10
4	-0.66	4%	-15	1
5	-4.3*	4%	9	5
6	0.034	8%[fluoresces]	-6	x
7	x	5%	8	0
8	-0.21	4%	-13	x
9	0.84	5%	25	2
10	0.03	7%	-1	-2
11	0.31	5%	12	-7
12	-0.18	6%	x	x
13	-0.045	7%	16	-2
14	-0.57	6%	73*	2
15	-0.4	1%	-8	8

Later entries:
no.	smiles	HEK293 NFkB inh	TNAP act mid DEA	M1 ag	tolC growth inh	D1 mod
16	COc1cc(-c2nnc3sc(-c4ccccn4)nn23)cc(OC)c1OC	-3	1	1.4	11	0
17	O=C(c1cnc2n(c1=O)CCS2)N(c1ccccc1)C1CCCCC1	7	0.9	0.4	-13	-0.43
18	CC1CN=C(NC2CCCCC2C)S1 (configuration not stated)	17	0.9	0.2	5	-0.046
19	CN1CCN(C(=O)c2cccc(S(=O)(=O)N3CCCCC3)c2)CC1	4	0.9	0.99	-4	-1.7
20	O=C(O)CCC(=O)Nc1ccc(S(=O)(=O)N2CCCC2)cc1	10	0.9	0.29	-5	x
21	O=C1C(C=NCCCN2CCOCC2)=C(O)c2ccccc21	3	1	0.23	-5	-0.24
22	Cc1cc(C(=O)Nc2ccon2)cs1	6	1	0.015	-6	0.64
23	COc1ccc(S(=O)(=O)N(C)CC(=O)N2CCCCC2)cc1Cl	5	0.9	0.077	7	2.5
24	COCC(=O)Nc1ccc(S(=O)(=O)NCCc2ccccc2)cc1	14	0.9	-1.2	-1	-0.49
25	CCC(C)(C)n1nnnc1C(c1cc2cc(OC)ccc2[nH]c1=O)N1CCc2ccccc21 (configuration not stated)	25	1	0.23	37	0.065
26	Cc1cc(NC(=O)CSc2nc3ccccc3c(=O)n2CCCC(=O)NCc2ccco2)n[nH]1	22	1.1	-0.1	5	1.4
27	CCC(=O)Nc1ccc(-c2nnc(SCC(=O)Nc3nccs3)n2C)cc1	2	1	-0.26	-15	-0.88
28	CCOC(=O)c1ccc(Oc2nc(NC)nc(OC)n2)cc1	-5	0.9	-0.5	2	3.8*
29	Cc1cccc(-n2c(CCN3C(=O)c4ccccc4C3=O)nc3ccccc3c2=O)n1	16	1	x	-5	-0.44
30	Cc1nc2cc(NC(=O)NCc3ccco3)ccc2o1	-11	0.9	0.15	-15	-0.48

no.	M1 antag	NADH coupling	SF-1 act	Jurkat viability
16	0.15	3%	-8	0
17	0.03	5%	-1	-8
18	-0.81	5%	-1	2
19	0.25	4%	9	-4
20	-0.18	6%	-10	2
21	0.31	10%	1	17
22	0.087	2%	-2	0
23	0.31	1%	-12	-2
24	0.24	8%	-7	-6
25	-16*	1%	-4	-4
26	-0.0044	7%	6	x
27	1.6	4%	-13	4
28	2.7*	1%	19	x
29	x	0%	-13	2
30	0.031	4%	17	-5

Additional entries follow.
no.	smiles	HEK293 NFkB inh	TNAP act mid DEA	M1 ag	tolC growth inh	D1 mod
31	Cc1ccc(Cn2cccc(NC(=O)c3ccco3)c2=O)cc1	8	0.9	0.36	24	3.9
32	COc1ccc(C(CC(=O)N2CCOCC2)C(C)C)cc1 (configuration not stated)	x	0.9	1.9	-6	0.18
33	O=c1[nH]c(C2CCCN(S(=O)(=O)c3ccccc3)C2)nc2c1nnn2Cc1ccccc1F (configuration not stated)	13	1.1	-0.039	29	6.8*
34	COc1ccccc1N(CC(=O)Nc1ccccc1C)S(C)(=O)=O	10	1	x	5	x
35	CCCSc1nc(O)c(C2OC(=O)c3c2ccc(OC)c3OC)c(=O)n1C (configuration not stated)	x	0.9	-0.049	12	x
36	O=C(NC1(C(F)(F)F)Oc2ccccc2O1)N1CCCC1	8	0.9	-0.13	-5	-0.23
37	N#Cc1c(Nc2ccccc2)c(C=NCCN2CCOCC2)c[nH]c1=O	14	1	-0.048	-5	0.31
38	CC1CC(c2ccccc2)n2nc(NC(=O)c3ccco3)nc2N1 (configuration not stated)	5	0.9	0.14	-4	-0.61
39	C=CCOC(=O)CCP(=O)(CCC(=O)OCC=C)c1ccccc1	8	1	-0.12	-7	-0.099
40	Cc1cc(C)cc(N(CCC#N)C(=O)CSc2nc3nc(C)cc(C)n3n2)c1	15	1	0.016	11	-0.91
41	CCOC(=O)N1CCN(C(=O)CSc2nnc(-c3cccc(Cl)c3)o2)CC1	4	0.8	-0.18	-8	1.2
42	COC(=O)c1c(C#N)c(N)nc2c1CCC2	2	0.9	0.84	-16	2.1
43	Cc1ccc2c(CC(=O)Nc3c(C)n(C)n(-c4ccccc4)c3=O)coc2c1	22	0.9	0.087	-13	-0.13
44	CN1CCN(CCCNC(=O)c2cn(C3CCCCC3)c(=O)c3c2c2ccccc2n3C)CC1	10	1	-0.44	-25	-0.065
45	O=C(COC(=O)c1cnccn1)Nc1ccc(Cl)cc1	-1	0.9	x	9	x

no.	M1 antag	NADH coupling	SF-1 act	Jurkat viability
31	-1.3	8%	34	0
32	0.95	6%	-5	x
33	-0.003	6%	2	6
34	x	2%	-17	-4
35	0.49	2%	5	x
36	-1.6	5%	-8	x
37	-0.04	2%	5	-5
38	0.032	2%	10	-7
39	-0.081	3%	0	0
40	-0.093	3%	-6	-3
41	0.82	4%	14	0
42	0.022	3%[fluoresces]	6	-5
43	0.5	6%	6	-7
44	0.36	12%[fluoresces]	-10	x
45	x	3%	1	3

Next section.
no.	smiles	HEK293 NFkB inh	TNAP act mid DEA	M1 ag	tolC growth inh	D1 mod
46	CCC(=O)Nc1cc(C)c(NC(=O)c2ccccc2OC)cn1	11	0.9	-1.6	-9	2.1
47	COc1ccc(NC2c3ncccc3C(=O)N2Cc2ccccc2)c(OC)c1 (configuration not stated)	11	0.9	-0.71	-1	19*
48	CCOc1ccc(C(=O)Nc2cccc(C)n2)cc1	-22	0.9	-0.13	-16	-6.5*
49	COc1ccccc1-c1c(C)nn2c(C)c(C(C)=O)cnc12	0	1	0.48	16	0.88
50	COc1ccccc1S(=O)(=O)Cc1ccc(C(=O)NCc2ccc3c(c2)OCO3)o1	3	0.9	0.03	-2	-0.23
51	O=C1CC(C(=O)N(c2ccc(F)cc2)C(C(=O)NC2CCCC2)c2ccccn2)CS1 (configuration not stated)	20	0.9	-0.0056	-4	-0.055
52	CCOC(=O)c1ccc(NC(=O)CSc2nnnn2CCCO)cc1	8	0.9	0.033	1	-1.1
53	COc1ccc(N2CCN(C(=O)c3ccc(CS(=O)(=O)c4ccc(OC)cc4)o3)CC2)cc1	12	1	0.25	-5	0.16
54	COc1ccc(-c2nnc(SCC(=O)N3CCCCC3)o2)c(OC)c1	-3	1	-0.18	-11	-0.2
55	Cc1nc(SCC(=O)N(C)Cc2ccco2)c2c(C)c(C)sc2n1	11	0.9	2.4	28	-0.26
56	O=C(Nc1ccccc1F)C1CCCN(S(=O)(=O)c2cccc3cccnc23)C1 (configuration not stated)	11	0.9	0.44	11	-0.93
57	CCOc1ccc(-c2nc(-c3ccncc3)no2)cc1OCC	-12	1	0.78	11	x
58	CC1(C)Cc2ccccc2-c2nnnn21	8	0.9	0.93	-9	0.051
59	O=C(NCc1ccccc1)c1cccnc1N1CCOCC1	12	0.9	x	-8	x
60	COC(=O)c1ccc(COc2ncnc3c(Cl)cc(Cl)cc23)o1	13	0.8	0.43	15	2.1
61	Cc1ccc(C(C)C)c(OCc2nc(-c3nonc3N)no2)c1	-7	0.9	-1.8	25	x
62	CC(=O)NC1(C(F)(F)F)C(=O)Nc2c1c(=O)n(C)c(=O)n2C (configuration not stated)	x	1	0.26	8	-0.11

no.	M1 antag	NADH coupling	SF-1 act	Jurkat viability
46	0.71	3%	7	2
47	0.23	6%	-2	8
48	0.044	3%	-31	16
49	0.12	1%	12	3
50	0.34	5%	2	-3
51	-0.082	7%	8	x
52	1.8*	2%	-5	12
53	-1.4	6%	10	-3
54	1.5	4%	46	0
55	-1.5	11%	-13	-1
56	0.64	2%	3	-3
57	-0.044	3%	10	0
58	-0.0042	1%	-10	2
59	x	4%	9	-6
60	0.031	2%	-4	3
61	-2.4*	1%	37	5
62	0.22	1%	-9	x

Single records (already shown).
COC(=O)c1ccc(COc2ncnc3c(Cl)cc(Cl)cc23)o1 in the list: HEK293 NFkB inh: 13; TNAP act mid DEA: 0.8; M1 ag: 0.43; tolC growth inh: 15; D1 mod: 2.1; M1 antag: 0.031; NADH coupling: 2%; SF-1 act: -4; Jurkat viability: 3
COc1ccc(NC2c3ncccc3C(=O)N2Cc2ccccc2)c(OC)c1 (configuration not stated) in the list: HEK293 NFkB inh: 11; TNAP act mid DEA: 0.9; M1 ag: -0.71; tolC growth inh: -1; D1 mod: 19*; M1 antag: 0.23; NADH coupling: 6%; SF-1 act: -2; Jurkat viability: 8

Structures from the list above with a CF3 group (2):
no.	smiles	HEK293 NFkB inh	TNAP act mid DEA	M1 ag	tolC growth inh	D1 mod
36	O=C(NC1(C(F)(F)F)Oc2ccccc2O1)N1CCCC1	8	0.9	-0.13	-5	-0.23
62	CC(=O)NC1(C(F)(F)F)C(=O)Nc2c1c(=O)n(C)c(=O)n2C (configuration not stated)	x	1	0.26	8	-0.11

no.	M1 antag	NADH coupling	SF-1 act	Jurkat viability
36	-1.6	5%	-8	x
62	0.22	1%	-9	x
